B2AR arrestin = beta2AR (human) beta-arrestin recruitment activity; 330,000 compounds, 0.02% hits; Potency, µM (top dose mostly 46.1 µM), for the others: top-dose activation, usual class: activators; P07550; beta-arrestin recruitment to beta2AR, cell-based reporter;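 further: potency means the concentration at half of the fitted maximal effect; 0% = DMSO controls and full agonism = EC100 isoproterenol or metaproterenol; nearly all actives have a fitted effect of over 65% in size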
Target sequence (P07550 whole entry, looked up): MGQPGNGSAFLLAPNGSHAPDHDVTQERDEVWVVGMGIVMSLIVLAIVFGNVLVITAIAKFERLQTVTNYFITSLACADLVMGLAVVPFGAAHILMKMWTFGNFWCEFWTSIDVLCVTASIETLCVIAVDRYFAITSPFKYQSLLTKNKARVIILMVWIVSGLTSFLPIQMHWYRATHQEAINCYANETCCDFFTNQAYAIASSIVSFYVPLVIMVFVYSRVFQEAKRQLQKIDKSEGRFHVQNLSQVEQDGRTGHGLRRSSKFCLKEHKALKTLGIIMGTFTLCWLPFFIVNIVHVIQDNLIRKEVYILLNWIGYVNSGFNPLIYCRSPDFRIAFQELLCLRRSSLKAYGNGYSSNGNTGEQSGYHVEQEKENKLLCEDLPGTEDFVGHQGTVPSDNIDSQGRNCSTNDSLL
Coupling enz = inhibits coupling enzyme system, counter-screen for aldolase hits; activity change, negative = inhibition, % at 58.2 µM, hits read low; coupling enzyme system counterscreen, AmpLite Red fluorescence; 290,000 compounds, 0.67% hits; in the data active means activity change below about -30%; further: on the % scale 0 is the no-effect control and ±100 the full control effect
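Compounds tested against the coupling enzymes alone at 57.5 uM final; readout was AmpLite Red fluorescence (525/598 nm) after 20 min at RT.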
a7 integrin act = activates integrin-mediated alleviation for muscular dystrophy | alpha7betagal myoblasts, beta-gal FDG fluorescence, 48 h | Potency, µM (series often up to 38.3 µM), for the others: top-dose activation, actives largely listed as activators | 350,000 compounds, 0.064% hits | AID 624291;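 further: potency means the concentration at half of the fitted maximal effect; 100% = response of the positive control SU9516; nearly all actives have a fitted effect of over 60% in size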
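alpha7betagal+/- myoblasts (passage 13, 250/well) treated 48 h at 37C with compounds at 1:260 dilution of DMSO stock. Lysed, then beta-galactosidase activity read as FDG fluorescence (ex 480/em 540) after 30 min, with pre-read for autofluorescence.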
PKM2 activator = PKM2 (human) enzyme activation; Potency, µM (series often up to 57.5 µM), for the others: at the top dose activation, usual class: activators; 260,000 compounds, 0.34% hits; purified PKM2, Kinase-Glo ATP luminescence, activation; response scale: 0% is enzyme alone, no compound; further: potency means the concentration at half of the fitted maximal effect; on the % scale 0 is the no-effect control and ±100 the full control effect; nearly all actives have a fitted effect of over 55% in size
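Purified hPK-M2 (>95% pure) converted ADP (0.1 mM final) to ATP with 0.5 mM PEP in 50 mM imidazole pH7.2, KCl, MgCl2, Tween 20, BSA; 1 h at room temperature. ATP detected by Kinase-Glo luminescence.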
GALK inh = inhibitors of human galactokinase | P51570 | Purified GALK, Kinase-Glo residual ATP luminescence | Potency, µM (top dose mostly 57.5 µM), without a hit: at the top dose activity change, negative = inhibition, actives largely listed as inhibitors | 270,000 compounds, 0.007% hits | AID 1868; further: potency means the concentration at half of the fitted maximal effect; on the % scale 0 is the no-effect control and ±100 the full control effect
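GALK at 5 nM final was combined with compound, 35 uM ATP and 100 uM galactose in HEPES pH8.0 with MgCl2 and DTT. The reaction ran one hour at room temperature before luminescent ATP detection.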
Giardia kill = Giardia lamblia killing. activity change, % at 7.66 µM, hits read low. 340,000 compounds, 0.15% hits. Giardia lamblia trophozoite viability. AID 540267; in the data active means activity change below about -80%; inconclusive means between about -30% and that limit;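 further: parasites exposed to compound for two days anaerobically before the ATP read; on the % scale 0 is the no-effect control and ±100 the full control effect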
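Trophozoite viability was measured as ATP-dependent luminescence, read 15-30 min after reagent addition. Before that, parasites at 100 cells/well were exposed to compounds for 48 h, anaerobically, at 37 deg C.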
Tb PFK block = blocks T. brucei phosphofructokinase. O15648. T. brucei PFK, ADP-Glo luminescence. Potency, µM (highest dose often 57.5 µM), for inactives: at the highest dose activity, negative = inhibition, hits mostly inhibitors. 330,000 compounds, 0.17% hits. AID 485367;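 further: potency means the concentration at half of the fitted maximal effect; 0% = uninhibited 1x PFK enzyme wells and -100% = no-enzyme wells; nearly all actives have a fitted effect of over 60% in size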
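In TEA buffer at pH 8.0 with 5 mM MgCl2, enzyme (1.25 nM) converted F6P (0.5 mM) and ATP (0.1 mM) for 45 min at room temperature. ADP product was read by luciferase luminescence.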
Menin MLL FP TR = inhibitors of human menin-MLL interaction, mutant MLL peptide; O00255; Menin + Texas Red MLL mutant peptide, fluorescence polarization; Potency, µM (doses to about 61.6 µM), inactives show at the highest dose FP activity change, negative = inhibition, actives largely listed as inhibitors; 270,000 compounds, 0.23% hits; active means well fitted inhibition curve with a large enough effect in the polarisation, with a control signal flat, not every such curve was filed as active; inconclusive means small, poorly fitted or top-dose-only effect, or effect the other way, or a change in a side signal; inactive means no such curve, though single readings can be large or run the other way; the % refers to the polarisation; further: potency means the concentration at half of the fitted maximal effect; % of control where 0% means no effect; many of its hits are not listed in these tables
ASM inhibitor = inhibitors of human secretory acid sphingomyelinase; 340,000 compounds, 0.006% hits; Potency, µM (doses to about 57.5 µM), for the others: at the highest dose activity change, negative = inhibition, actives largely listed as inhibitors; placental ASM, HMU-PC fluorogenic substrate, 60 min; further: potency means the concentration at half of the fitted maximal effect
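Fluorogenic HMU-PC substrate (9 uM final) is turned over by placental ASM in 60 min at 37 C after a 10 min compound preincubation. Reaction ended by alkaline stop (pH 10), with fluorescence read at 386/447 nm.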
Chronic BCR inh = inhibitors of chronic active B-cell receptor signaling. ABC-DLBCL IkBa-CBG/CBR reporter, luminescence ratio, 4 h. Potency, µM (titrated, usually from 46.1 µM), for inactives: at the highest dose ratio change, negative = lower green/red ratio, hits mostly inhibitors. 340,000 compounds, 0.05% hits. AID 493014; active means well fitted inhibition curve with a large enough effect in the signal ratio, with a control signal flat, not every such curve was filed as active; inconclusive means small, poorly fitted or top-dose-only effect, or effect the other way, or a change in a side signal; the % refers to the signal ratio;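 further: potency means the concentration at half of the fitted maximal effect; plate controls were basal doxycycline-induced cells for no effect and cells given 10 µM MG132 for full effect; MG132 reads +100%, hits lower the ratio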
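TMD8 ABC-DLBCL cells carrying doxycycline-inducible green luciferase fused to IkappaBalpha plus unfused red luciferase were exposed to compounds (up to 46 uM) for 4 hrs at 37C. Activity came from the overlap-corrected green/red luminescence ratio.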
PTAP TSG101 blk = blocks PTAP/TSG101 interaction to inhibit HIV-1 budding; Fluorescence polarization, FITC-PTAP peptide / Tsg101 binding; Potency, µM (top dose mostly 115 µM), without a hit: at the highest dose activity change, negative = inhibition, most hits filed as inhibitors; 340,000 tested, under 10 active; active means well fitted inhibition curve with a large enough effect in the main read-out, with a control signal flat, not every such curve was filed as active; inconclusive means small, poorly fitted or top-dose-only effect, or effect the other way, or a change in a side signal; inactive means no such curve, though single readings can be large or run the other way; further: potency means the concentration at half of the fitted maximal effect; % of control where 0% means no effect
Target sequence (Q99816 whole entry, looked up): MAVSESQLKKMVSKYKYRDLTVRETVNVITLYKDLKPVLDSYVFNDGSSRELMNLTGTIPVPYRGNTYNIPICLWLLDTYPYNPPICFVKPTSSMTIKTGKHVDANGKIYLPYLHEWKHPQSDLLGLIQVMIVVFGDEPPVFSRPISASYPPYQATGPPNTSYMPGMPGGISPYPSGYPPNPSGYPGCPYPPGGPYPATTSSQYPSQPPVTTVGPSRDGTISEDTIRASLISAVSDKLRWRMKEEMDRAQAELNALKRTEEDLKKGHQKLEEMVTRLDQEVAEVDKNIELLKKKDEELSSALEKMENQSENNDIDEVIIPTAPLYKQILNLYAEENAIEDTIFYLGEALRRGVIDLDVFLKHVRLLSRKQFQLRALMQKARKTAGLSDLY
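Compounds were pin-transferred onto Tsg101 binding domain (10 uM final) in HEPES pH 7.5 buffer, then FITC-PTAP peptide was added at 50 nM final. After 20 min at RT, polarization reported peptide displacement across a qHTS concentration series.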
* hit, by the source's call; i = inactive; ? = inconclusive; nt = not tested or not shown; [ ] = another dose, or the depositor's remark. Unless noted, the call rests on the fitted dose curve; in most records, active means well fitted curve in the direction sought with a large enough effect; inconclusive means small, poorly fitted or top-dose-only effect, or another doubt; inactive means no such curve, though single readings can be large; an effect the other way counts as inactive or inconclusive. An excerpt; the hit share may differ from the screen's.

entry	molecule	B2AR arrestin	Coupling enz	a7 integrin act	PKM2 activator	GALK inh	Giardia kill	Tb PFK block	Menin MLL FP TR	ASM inhibitor	Chronic BCR inh	PTAP TSG101 blk
1	COc1ccc(NC(=O)COc2ccccc2)cc1Cl	-2.1%	1	29%	5%	-2%	-6	0%	2%	9%	?	-1%
2	CC(NC(=O)C(NC(=O)C(Cc1c[nH]c2ccccc12)NC(=O)OC(C)(C)C)C(C)C)C(N)=O (stereo not drawn)	0.2%	-1	-9%	6%	-2%	-7	1%	4%	0%	-6%	-1%
3	COc1ccccc1C(=O)NCC(=O)N=Nc1c(O)n(C(C)C)c2ccccc12	-0.2%	8	11µM*	1%[0.46 µM]	7%	19	1%	-15%	-4%	-26%	0%
4	O=C(O)c1ccc(-n2nnc3ccccc32)c([N+](=O)[O-])c1	0.1%	9	15%	0%	-1%	5	-5%	2%	0%	3%	-2%
5	CC1=C(C(=O)OCC2CCCO2)C(c2ccncc2)C2=C(CC(C)(C)CC2=O)N1 (stereo not drawn)	0.1%	-1	-16%	0%	-3%	10	12%	-14%	i	5%	-8%
6	OCCNc1nc(NCCC2=CCCCC2)nc(N2CCOCC2)n1	0.5%	nt	-8%	-2%	0%	16	2%	0%	4%	?	-3%
7	O=C(O)c1ccccc1Nc1ccccc1C(=O)O	-0.3%	1	41%	-1%	-3%	4	0%	nt	5%	6%	-5%
8	O=[N+]([O-])c1cc(S(=O)(=O)Nc2ccccc2)ccc1N1CCN(c2ccccc2)CC1	-0.1%	0	-10%	-7%	0%	22	2%	?	nt	9%	-2%
9	Nc1cc(=O)[nH]c(SCC(=O)NCCC2=CCCCC2)n1	-0.7%	nt	2%	nt	nt	3	0%	nt	6%	4%	0%
10	COc1ccc(OC)c(S(=O)(=O)NC2CC2)c1	0.3%	0	2%	nt	1%	0	0%	12%	2%	?	-3%
11	Cc1ccnc(NC(=O)c2ccc3[nH]c(=O)c(=O)[nH]c3c2)c1	-0.5%	7	-37%	nt	3%	-1	-8%	-5%	-1%	0%	-1%
12	Cc1ccc(C(=O)CCC(=O)OCC(=O)NNC(=O)c2ccccc2Cl)cc1	-0.2%	nt	2%	nt	nt	?	-1%	nt	0%	-7%	0%
13	COc1ccc(N2C(=O)C3CCCN3C2c2cc(OC)c(OC)c(OC)c2)cc1 (stereo not drawn)	0.2%	-2	15%	-7%	-1%	11	1%	2%	-2%	-22%	0%
14	O=C(Cc1cccs1)NCc1ccc(Cl)cc1	-0.4%	1	-10%	1%[11.5 µM]	-2%	-1	-15%	35%[activator]	0%	3%	-1%
15	CNC(=O)Cn1nc(-c2ccc(C)cc2)c2ccccc2c1=O	0.0%	1	16%	0%	0%	-11	-2%	-4%	-3%	0%	-4%
16	Cc1noc(C)c1CSCC(=O)Nc1cc(S(C)(=O)=O)ccc1Cl	-0.1%	nt	4%	nt	nt	2	-2%	nt	0%	-22%	1%
17	Cn1c(=O)n(CCOc2ccc(Cl)cc2Cl)c2ccccc21	-0.8%	1	-14%	0%	3%	-19	3%	-10%	-1%	?	2%
18	Cc1ccc(Oc2ccc(/C=N/O)cn2)cc1	0.2%	-2	0%	1%	0%	0	2%	17%	1%	-25%	-6%
19	O=C(Nc1ccc(S(=O)(=O)NCC2CCCO2)cc1)c1cnccn1 (stereo not drawn)	0.2%	4	-23%	2%	-3%	-21	2%	-3%	-3%	6%	-10%
20	CCOc1ccc(Oc2ccc(NC(=O)[C@@H](NC(N)=O)[C@@H](C)CC)cc2)cc1	-0.1%	-1	15%	0%	-1%	16	5%	nt	-6%	2%	0%
21	COc1cccc(NC(=O)CCN2C(=O)c3ccc([N+](=O)[O-])cc3C2=O)c1	-0.2%	-4	14%	?	-2%	-3	8%	0%	-12%	1%	-2%
22	COCCSc1ccccc1C(=O)Nc1cc([N+](=O)[O-])ccc1OC	-0.6%	0	-30%	2%	-2%	-4	-1%	3%	1%	?	-7%
23	COc1ccc(-c2ccc(NCCN3CCOCC3)nn2)cc1OC	1.0%	0	?	-4%	3%	5	-1%	6%	2%	0%	-1%
24	O=C(COC(=O)c1cccc([N+](=O)[O-])c1)c1ccc(OCc2ccccc2)cc1	-0.9%	0	17%	2%	2%	-14	3%	10%	-3%	?	-1%
25	CSCc1ccc(C(=O)OCc2nc3ccccc3s2)o1	-0.3%	nt	13%	nt	nt	-5	0%	nt	-4%	5%	1%
26	O=C(CCN1C(=O)C2CCCCC2C1=O)Nc1ccc(F)c(F)c1F (stereo not drawn)	0.1%	0	5%	-5%	0%	10	8%	0%	0%	8%	-4%
27	Cc1ccc(C2C(C#N)C(C#N)N3CCCN23)cc1 (stereo not drawn)	-0.4%	0	-29%	-9%	-1%	-5	-2%	6%	4%	2%	-2%
28	O=c1c2ccccc2c(C=NCCCN2CCOCC2)c(O)n1Cc1ccccc1	0.0%	-9	4%	0%	5%	-1	4%	-8%	2%	5%	-5%
29	N#C/C(=C\c1cccc(OC(=O)c2cccs2)c1)C(N)=O	5.2%	2	-16%	5%	-2%	2	-1%	19%	-1%	?	3%
30	CCCCNC(=O)c1cccnc1SCC(=O)Nc1ccccc1OC	-0.2%	3	-7%	0%	0%	10	1%	?	2%	-6%	-6%
31	[N-]=[N+]=NC[C@H](c1ccccc1)N1CCN(Cc2ccccc2)CCC1=O	-1.1%	1	-1%	-2%	nt	-29	2%	-7%	-1%	7%	2%
32	CCC(C)(NC=O)C(=O)Nc1c(C)cccc1C (stereo not drawn)	-0.4%	-1	14%	-1%	-3%	13	10%	nt	-3%	-20%	-3%
33	Cc1ccc(C)c(CN2CCC(CNC(=O)Nc3ccc(C)c(C)c3)CC2)c1	-0.4%	1	-67%[inhibitor]	nt	-1%	6	-11%	?	-1%	5%	-3%
34	O=C1N/C(=N\N=C\c2ccco2)SC1Cc1ccccc1[N+](=O)[O-] (stereo not drawn)	-0.8%	2	-18%	2%	-9%	15	1%	nt	-4%	?	-1%
35	Cc1cccc(NS(=O)(=O)c2cccc(C(=O)NCC(C)(C)N3CCOCC3)c2)c1	-0.6%	-2	11%	-3%	8%	7	-15%	2%	0%	0%	0%
36	C=CCc1cccc2cc(C(=O)NC3=C(C#N)CCC3)c(=O)oc12	-0.2%	1	9%	-21%	-2%	-10	0%	-7%	-2%	0%	1%
37	O=C(CCN=C1NS(=O)(=O)c2ccccc21)Nc1ccc(F)cc1Cl	-0.2%	nt	36%	nt	nt	-18	0%	nt	0%	1%	0%
38	COc1ccc(CN(C(=O)Cn2nnc3ccccc32)C(C(=O)NC(C)(C)C)c2ccco2)cc1 (stereo not drawn)	-1.1%	2	-4%	5%	4%	13	-1%	0%	0%	0%	2%
39	CCCCn1c(N)c(N(CCC(C)C)C(=O)c2ccc(C)o2)c(=O)[nH]c1=O	-1.3%	nt	-4%	nt	nt	8	-3%	nt	-3%	3%	-2%

Reformatted screen by screen: entries from further up
(1) COc1ccc(NC(=O)COc2ccccc2)cc1Cl
(24) O=C(COC(=O)c1cccc([N+](=O)[O-])c1)c1ccc(OCc2ccccc2)cc1

Assay by compound | 1 | 24
B2AR arrestin | -2.1% | -0.9%
Coupling enz | 1 | 0
a7 integrin act | 29% | 17%
PKM2 activator | 5% | 2%
GALK inh | -2% | 2%
Giardia kill | -6 | -14
Tb PFK block | 0% | 3%
Menin MLL FP TR | 2% | 10%
ASM inhibitor | 9% | -3%
Chronic BCR inh | ? | ?
PTAP TSG101 blk | -1% | -1%

Bioassay records deposited in PubChem BioAssay by National Center for Advancing Translational Sciences (NCATS).
